# Bioassay records: PubChem BioAssay, National Center for Advancing Translational Sciences (NCATS)
# HttQ103 aggreg: qHTS Multiplex Assay to Identify Dual Action Probes in a Cell Model of Huntington: Aggregate Formation (GFP). Potency, µM (series often up to 46.1 µM), for inactives: top-dose activity change, negative = inhibition, actives largely listed as inhibitors. PC12 HttQ103-GFP aggregates, Acumen cytometry, 40 h. 1.1% of 220,000 active; further: on the % scale 0 is the no-effect control and ±100 the full control effect; nearly all actives have a fitted effect of over 60% in size
#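 PC12 cells stably carrying ecdysone-inducible HTT exon 1 Q103–GFP were induced with tebufenozide (100 nM final) and treated with library compounds in titration. GFP aggregates in lysates were counted by laser scanning cytometry.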
# aGlu spleen mod: qHTS Assay for Inhibitors and Activators of Human alpha-Glucosidase From Spleen Homogenate | Potency, µM (doses to about 79.9 µM), inactives show at the highest dose activity change, negative = inhibition, actives largely listed as inhibitors | Lysosomal alpha-glucosidase (Homo sapiens), P10253 | AID 2112, 2009 | human spleen homogenate, 4-MU-alpha-glucoside fluorescence | 0.006% of 240,000 active;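 further: 0% = enzyme with vehicle and -100% = no enzyme basal signal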
#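 Human spleen homogenate (1 ug) with 4-methylumbelliferyl-alpha-D-glucopyranoside (1 mM final) in 50 mM citrate/phosphate pH 5.0, 0.01% Tween-20; 40 min at 37 C. Stopped at pH 10; 4-MU fluorescence Ex 365/Em 440 nm; AC50 by Hill fit.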
# IMPase Li cell: qHTS Assay for Identifying the Cell-Membrane Permeable IMPase Inhibitors: Potentiation with Lithium. CHO-M1 cells, IP1 TR-FRET (IP-One), carbachol + lithium. Potency, µM (highest dose often 59.4 µM), for the others: at the top dose activity, negative = IMPase inhibition, most hits filed as inhibitors. 0.35% of 210,000 active;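 further: IP1 builds up when IMPase is blocked and the TR-FRET signal falls; plate controls were basal vehicle for no effect and high inhibitor control for full effect; nearly all actives have a fitted effect of over 50% in size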
#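 Concentration–response in CHO-M1 cells, lithium-potentiated; 30 min at 37C. IP1 detected by competitive TR-FRET after 10 min lysis at RT. Hill-fitted AC50.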
# GoLoco inh red: qHTS Assay for Inhibitors of RGS12 GoLoco Motif Activity (Red Fluorophore); Potency, µM (highest dose often 61.6 µM), for the others: top-dose activity, negative = inhibition, usual class: inhibitors; 0.44% of 230,000 active; Gai1:RGS12 GoLoco peptide FP, rhodamine, 10 min; Guanine nucleotide-binding protein G(i) subunit alpha-1 (Homo sapiens), P63096; active means well fitted inhibition curve with a large enough effect, not every such curve was filed as active; inactive means no such curve, though single readings can be large or run the other way; further: on the % scale 0 is the no-effect control and ±100 the full control effect; nearly all actives have a fitted effect of over 30% in size; many of its hits are not listed in these tables
# Target sequence (P63096 whole entry, looked up): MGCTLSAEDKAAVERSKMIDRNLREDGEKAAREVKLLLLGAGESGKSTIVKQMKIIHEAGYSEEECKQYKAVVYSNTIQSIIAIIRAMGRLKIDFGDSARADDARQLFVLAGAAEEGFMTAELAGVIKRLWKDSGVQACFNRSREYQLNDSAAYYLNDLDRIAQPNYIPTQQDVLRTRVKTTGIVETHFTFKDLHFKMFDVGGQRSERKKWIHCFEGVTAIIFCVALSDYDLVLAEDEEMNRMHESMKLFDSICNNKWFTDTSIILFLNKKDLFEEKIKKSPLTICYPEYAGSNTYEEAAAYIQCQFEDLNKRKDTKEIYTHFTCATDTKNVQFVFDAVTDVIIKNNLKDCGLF
# GAA inhib: qHTS Assay for Inhibitors of Human alpha-Glucosidase as a Potential Chaperone Treatment of Pompe Disease. Potency, µM (series often up to 76.9 µM), for inactives: at the highest dose activity change, negative = inhibition, hits mostly inhibitors. purified human GAA, 4-MU-alpha-glucoside fluorescence. AID 1466, 2008. 0.005% of 200,000 active. Lysosomal alpha-glucosidase (Homo sapiens), P10253;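 further: plate controls were uninhibited enzyme wells for no effect and no-enzyme background for full effect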
#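 Fluorogenic assay: 4 nM human alpha-glucosidase with 400 uM 4-methylumbelliferyl-alpha-D-pyranoside in 50 mM citrate/phosphate, 0.005% Tween-20, pH 5.0, 20 min at room temperature. Compounds tested up to 77 uM; AC50 from Hill fits.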
# HTT cytoprotect: qHTS Multiplex Assay to Identify Dual Action Probes in a Cell Model of Huntington: Cytoprotection (ATP); 0.14% of 230,000 active; AID 1471, 2008; PC12 HTT-Q103 induced, cytoprotection, ATP luminescence, 40 h; Potency, µM (titrated, usually from 56.4 µM), for inactives: cytoprotection (ATP increase), most hits filed as activators;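 further: % of control where 0% means no effect; nearly all actives have a fitted effect of over 45% in size; toxic huntingtin expression switched on by the ecdysone agonist tebufenozide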
#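 Stable PC12 Q103-GFP cells in serum-supplemented, phenol red-free DMEM; induction by tebufenozide at 100 nM final; compound dose series; cell viability quantified luminescently from ATP.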
# GAA glycogen mod: qHTS Assay for Inhibitors and Activators of Human alpha-Glucosidase Cleavage of Glycogen; Lysosomal alpha-glucosidase (Homo sapiens), P10253; recombinant GAA, glycogen substrate, Amplex Red glucose oxidase fluorescence; Potency, µM (highest dose often 76.4 µM), inactives show at the top dose activity change, negative = inhibition, actives largely listed as inhibitors; 0.38% of 300,000 active; AID 2100, 2009;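 further: 0% = full enzyme reaction and -100% = no-enzyme basal signal; the screen sought inhibitors and activators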
#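 Natural-substrate format: glycogen cleavage by 4 nM human enzyme, glucose read by Amplex Red coupling (Ex 573, Em 610 nm). Normalized to enzyme and no-enzyme controls.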
# Numbers without * were called inactive; u = inconclusive; x = not tested or not shown; & = joins results of further samples; [ ] = another dose, or the depositor's remark. Unless noted, the call rests on the fitted dose curve; in most records, active means well fitted curve in the direction sought with a large enough effect; inconclusive means small, poorly fitted or top-dose-only effect, or another doubt; inactive means no such curve, though single readings can be large; an effect the other way counts as inactive or inconclusive. Potency means the concentration at half of the fitted maximal effect.
No.	smiles	HttQ103 aggreg	aGlu spleen mod	IMPase Li cell	GoLoco inh red	GAA inhib	HTT cytoprotect	GAA glycogen mod
1	COc1cc(S(=O)(=O)n2ccc(C)n2)c(OC)cc1Cl	9%	4%	18%[38.3 µM]	-2%	4%	-3%	4%
2	CCOC(=O)c1[nH]c(C)c(C(=O)c2ccc(C)cc2)c1C	-37%	3%	24%[38.3 µM]	-14%	-10%	-96%[inhibitor]	4%
3	CCOC(=O)C1=C(C)N=C2SC(C)C(=O)N2C1c1ccc(C(=O)OC)cc1 (configuration not stated)	-5%	-10%	x	x	11%	-11%	-13%
4	NS(=O)(=O)c1ccc(NC(=O)COC(=O)COc2ccc(Br)cc2)cc1	-21%[9.22 µM]	-11%	x	4%	6%	11%[10 µM]	1%
5	COc1ccc(Cl)cc1NC(=O)CNCC(c1ccccc1)N(C)C (configuration not stated)	11%	-14%	12%	8%	-8%	-49%[inhibitor]	7%
6	N=c1sccn1CC(=O)Nc1ccccc1-c1ccccc1	4%	8%	18%	11%	-10%	9%[10 µM]	1%
7	O=C(C1CCCN(S(=O)(=O)c2cccnc2)C1)N1CCn2c1nc1ccccc12 (configuration not stated)	12%	-7%	10%	-2%	13%	3%	5%
8	CCN(CC)C(=S)SC1CCCCN(C(=O)c2ccc(F)cc2)C1=O (configuration not stated)	2%	3%	-3%	-2%	11%	-23%	-1%

# Four entries drawn at random from those above, as already listed:
No.	smiles	HttQ103 aggreg	aGlu spleen mod	IMPase Li cell	GoLoco inh red	GAA inhib	HTT cytoprotect	GAA glycogen mod
5	COc1ccc(Cl)cc1NC(=O)CNCC(c1ccccc1)N(C)C (configuration not stated)	11%	-14%	12%	8%	-8%	-49%[inhibitor]	7%
2	CCOC(=O)c1[nH]c(C)c(C(=O)c2ccc(C)cc2)c1C	-37%	3%	24%[38.3 µM]	-14%	-10%	-96%[inhibitor]	4%
1	COc1cc(S(=O)(=O)n2ccc(C)n2)c(OC)cc1Cl	9%	4%	18%[38.3 µM]	-2%	4%	-3%	4%
7	O=C(C1CCCN(S(=O)(=O)c2cccnc2)C1)N1CCn2c1nc1ccccc12 (configuration not stated)	12%	-7%	10%	-2%	13%	3%	5%

# More records.
No.	smiles	HttQ103 aggreg	aGlu spleen mod	IMPase Li cell	GoLoco inh red	GAA inhib	HTT cytoprotect	GAA glycogen mod
9	COc1ccc(CSC2=NCCN2)cc1Cl	-11%	-2%	16%[38.3 µM]	4%	-1%	-12%	7%
10	O=S(=O)(c1ccccc1)N1CCC2(CCN(c3ccccc3)CC2)CC1	x	-11%	15%	8%	x	-60%[inhibitor]	x
11	Cc1nc2ccccc2n1CC(=O)OCC(=O)NC1CC1	12%	-4%	2%	-2%	1%	-30%	1%
12	C=CCOc1ccccc1CNCCNC(=O)c1nonc1N	x	-4%	5%	22%	u	x	4%
13	O=C(/C=C/c1cccs1)NC(=S)Nc1ccc(C(=O)O)cc1	2%[9.22 µM]	-2%	x	3%	1%[15.4 µM]	0%[10 µM]	-4%
14	COc1cccc(NC(=S)N(CCCN2CCCC(C)C2)Cc2cccs2)c1 (configuration not stated)	10%	-8%	11%	4%	-6%	-28%	-4%
15	O=C(Nc1ccc(N2CCN(C(=O)c3ccccc3)CC2)cc1)c1ccc2c(c1)OCO2	u	1%	-3%[38.3 µM]	3%	1%	-48%[inhibitor]	-1%
16	O=C(CSc1cn(CCNC(=O)c2cccs2)c2ccccc12)NCc1ccccc1	u	5%	59%[activator][38.3 µM]	-6%	-8%	-11%[10 µM]	u
17	Cc1ccc(-c2nc3cnccn3c2Nc2ccc3c(c2)OCCO3)o1	7%	-5%	43%[activator][38.3 µM]	-14%	-4%	10%[1.9 µM]	u
18	FC(F)(F)c1cc(NC(=S)Nc2ccc3ccccc3c2)cc(C(F)(F)F)c1	x	-2%	7%	-1%	x	u	x
19	COc1cccc(NC(=O)CSc2nnc(CNC(=O)c3ccccc3)n2C)c1	21%	2%	3%[38.3 µM]	4%	3%	-20%	-2%
20	O=C(O)C(Cc1cccs1)C(=O)O	x	x	0%	9%[14.2 µM]	x	-10%[10 µM]	x
21	O=C(NCc1ccc(F)cc1)C(Cc1ccccc1)n1cccc1 (configuration not stated)	3%[9.22 µM]	2%	x	5%	x	9%[10 µM]	7%
22	CCOc1ccc2nc(SCc3cccc(C)c3)nc(C)c2c1	-8%	7%	2%	-7%	4%	18%[10 µM]	0%
23	CN(C)CCCOc1nn(Cc2ccccc2)c2ccccc12	15%[20.6 µM]	-6%[29.1 µM]	9%	8%[21.6 µM]	x	-51%[inhibitor][17.1 µM]	2%[76.3 µM]
24	CC(=O)Nc1cn(-c2ccccc2)nc1-c1ccccc1	-15%	7%	0%	-1%	7%	-32%[inhibitor]	-5%

# Full records, looked up by structure. Screens in order: HttQ103 aggreg	aGlu spleen mod	IMPase Li cell	GoLoco inh red	GAA inhib	HTT cytoprotect	GAA glycogen mod
# `COc1ccc(CSC2=NCCN2)cc1Cl` as listed: -11%	-2%	16%[38.3 µM]	4%	-1%	-12%	7%
# `O=C(C1CCCN(S(=O)(=O)c2cccnc2)C1)N1CCn2c1nc1ccccc12` (configuration not stated) as listed: 12%	-7%	10%	-2%	13%	3%	5%
# `CC(=O)Nc1cn(-c2ccccc2)nc1-c1ccccc1` as listed: -15%	7%	0%	-1%	7%	-32%[inhibitor]	-5%

# The list continues.
No.	smiles	HttQ103 aggreg	aGlu spleen mod	IMPase Li cell	GoLoco inh red	GAA inhib	HTT cytoprotect	GAA glycogen mod
25	O=C(Nc1ccc(N2CCCC2)c(Cl)c1)c1ccc([N+](=O)[O-])o1	-15%	-8%	23%	-27%	0%	u	-24%
26	COc1cc(/C=N/NC(=O)CCN2CCN(C(c3ccccc3)c3ccccc3)CC2)ccc1O	31%	-1%	x	x	11%	-6%[10 µM]	u
27	CCN(CC(=O)NC(C)(C)C)C(=O)c1ccc(Br)cc1	-8%	-2%	-5%	-9%	4%	2%	1%
28	CCOc1cc(/C=N/NC(=O)C(N)=O)cc(Br)c1O	-6%	-14%	32%[activator]	-4%	0%	12%[10 µM]	0%
29	COc1ccc(/C=N/OCC(=O)Nc2cc(C)on2)cc1OC	10%	0%	x	x	3%	18%[10 µM]	-16%
30	Clc1ccc(-c2ccc(C=Nc3ccc(N4CCOCC4)cc3)o2)cc1	0%	-2%	-2%	1%	-7%	14%[10 µM]	-14%
31	COc1ccccc1N1CCN(C(=O)CCn2c(=O)[nH]c3ccccc3c2=O)CC1	14%	-3%	14%[38.3 µM]	2%	-14%	13%	-3%
32	C=CCNC(=O)c1sc(=S)n(-c2ccc(C(=O)OCC)cc2)c1N	-4%	-9%	3%[38.3 µM]	0%	-1%	5%	5%
33	CS(=O)(=O)N(CCc1ccccc1)CC(=O)NCc1ccncc1	-6%	-7%	14%[38.3 µM]	12%	3%	-11%	2%
34	O=C(CCCOc1ccccc1)OCn1nnc2ccccc2c1=O	-19%	1%	-2%	3%	-2%	-14%	0%
35	Cc1cc(/C=N/NC(N)=O)c(C)c(CO)c1	20%	-2%	6%[38.3 µM]	6%	3%	-2%	9%
36	Cc1nnc(SCC(=O)Nc2sc3c(c2C(N)=O)CCCC3)[nH]c1=O	16%	-4%	-4%[38.3 µM]	22%	u	-3%	9%
37	COc1ccc(N2CCN(C(=O)[C@H](Cc3c[nH]c4ccccc34)NC(C)=O)CC2)cc1	10%	-1%	-1%	8%	-7%	-15%	-8%
38	CCCCc1cn([C@@H](CCCCNC(=O)OC(C)(C)C)C(=O)N2CCN(C(=O)OC(C)(C)C)CC2)nn1	3%[9.22 µM]	7%	-6%	4%	x	1%[10 µM]	-11%
39	CCOC(=O)CNC(=O)C1c2cc(OC)c(OC)cc2C(=O)N(C)C1c1ccccc1F (configuration not stated)	4%	-2%	-5%[38.3 µM]	-11%	-9%	-16%	-8%
40	Cc1cccc(NC(=O)NC(C)C(c2cccs2)N2CCOCC2)c1 (configuration not stated)	-14%	-6%	27%[38.3 µM]	1%	-1%	0%[10 µM]	-20%
41	CCN1CCN(C(=O)c2nn(-c3ccc(C)cc3)c(=O)c3c2c2ccccc2n3C)CC1	-7%	1%	1%[38.3 µM]	2%	-3%	0%	2%
42	Cn1c(=O)c2c(nc(CN3CCC(C(N)=O)CC3)n2Cc2c(F)cccc2Cl)n(C)c1=O	18%	2%	5%[38.3 µM]	8%	-7%	-6%	0%
43	O=C(CN1CCOCC1)Nc1ccccc1	13%	1%	22%[38.3 µM]	-2%	3%	27%	5%
44	O=C(C1CCCCC1)N1CCC(c2nc3c(nnn3Cc3c(F)cccc3Cl)c(=O)[nH]2)CC1	4%	0%	10%	2%	-2%	-8%[10 µM]	3%
45	COc1ccc(CN(C)Cc2cc(=O)n3ccsc3n2)c(OC)c1OC	1%	4%	0%	3%	0%	4%[10 µM]	-5%
46	COc1ccc(CNC(=O)c2c(F)c(F)c(F)c(F)c2F)cc1	8%	-3%	-3%	1%	-2%	2%[10 µM]	4%
47	CCn1c2c(c(=N)c3c1CCC3)CCCC2	14%[9.22 µM]	-4%	x	4%	x	28%[10 µM]	-3%
48	Cc1cc(-c2nnc(SCC(=O)Nc3ccccc3)n2C)no1	2%[9.22 µM]	1%	x	-42%	x	4%[10 µM]	5%
49	CCCNC(=O)c1ccccc1C(=O)NCCC	-10%	-4%	20%[38.3 µM]	3%	-1%	12%	2%
50	Cc1cc2ccccc2nc1SCC(=O)N1c2ccccc2CC1C (configuration not stated)	-7%	-4%	44%[activator][38.3 µM]	4%	-9%	3%	2%
51	Cc1cc(C)nc(SCc2ccc(C(=O)O)o2)n1	-8%	3%	3%[38.3 µM]	5%	-4%	5%	-5%
52	O=C1CC(Sc2nnc(-c3ccccc3)o2)C(=O)N1c1ccccc1 (configuration not stated)	u	-8%	u	2%	-5%	-93%[inhibitor]	8%
53	CC(Sc1nnc(-c2ccc(O)cc2)o1)C(=O)Nc1cccc2ccccc12 (configuration not stated)	-17%	-7%	13%[38.3 µM]	1%	-1%	-6%	-9%
54	COc1cc(O)c(C(CCN2CCCC(C)C2)c2cc(OC)c(OC)c(OC)c2)c(OC)c1 (configuration not stated)	-14%[9.22 µM]	-8%&3%	x	7%	x	-8%[10 µM]	6%

# The list is partial, so the mix of outcomes need not match the whole.
